# Arrestin-AP2 inh: inhibitors of beta-arrestin/AP2 binding, primary screen, biochemical, GPCR trafficking, flow cytometry. beta-arrestin 1 C-terminal peptide binding to AP2 beta2-adaptin appendage (human). FITC-arrestin peptide / GST-AP2 beads; AP2 beta2 appendage carries R879A mutation. inhibition, % at 10 µM. 340,000 tested, 0.31% active;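 active means inhibition above a set limit, near 3 SD of compounds lacking own fluorescence, cut at about 54% in these data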;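 further: plate controls were DMSO wells for no effect and 5 µM unlabelled arrestin peptide for full effect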
#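 Material – AP2 appendage R879A on GSH beads · Buffer or medium – PBS with 0.05% Tween 20 and 0.1% BSA · Probe or stimulus – fluorescein-tagged arrestin peptide at 50 nM final · Incubation – compound with beads 12 min RT, then probe 1 h RT · Detection – high-throughput flow cytometry of beads, ex 488, em 535 nm · Evaluation – percent response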
# CAL PDZ FP-1: CAL PDZ peptide-binding inhibitors, primary screen, biochemical, fluorescence polarization, Cer-tagged CAL PDZ, HTS | Golgi-associated PDZ and coiled-coil motif-containing protein (Homo sapiens), Q9HD26 | purified CAL PDZ, TMR-peptide fluorescence polarization, 1 h | inhibition, % at 20 µM | 330,000 tested, 0.02% active | AID 504414, 2011;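 active means highest replicate inhibition of at least 40%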;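 further: plate controls were DMSO neutral control wells for no effect and unlabeled competitor peptide control wells for full effect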
#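 Assay system – tagged CAL PDZ protein CerCALP, purified · Timing – 1 h at RT · Compound – single point, 20 µM · Measured by – fluorescence polarization from S- and P-plane intensities, G-factor corrected · Evaluation – inhibition from polarization loss · Probe or stimulus – TMR reporter peptide T*-PRC34 · Buffer or medium – pH 7.4 phosphate-saline buffer, reducing agent, detergent, IgG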
# DAGLB inh: DAGLB lipase inhibitors, primary screen, biochemical, fluorescence, HTS; Diacylglycerol lipase-beta (Homo sapiens), Q8NCG7; HEK293T DAGLB membrane lysate, EnzChek fluorogenic substrate; inhibition, % at 5.17 µM; 340,000 tested, 0.059% active; AID 504411, 2011; in the data active means inhibition above about 34%;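 further: 0% = enzyme with vehicle and 100% = wells lacking enzyme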
# V-ATPase pHluor: regulators of yeast V-ATPase proton pumping, primary screen, pHLuorin cytosolic pH fluorescence | S. cerevisiae | response, % at 10 µM | 350,000 tested, 0.37% active | AID 504577, 2011; in the data active means response mostly above about 7.3%, no sharp cut-off; inactive means mostly below about 5.4%; further: actives read high; inactives centre near 0; some compounds called inactive have numbers as strong as hits; reference of the scale not given here
# C-LANA FP: inhibitors of KSHV C-LANA binding to DNA, primary screen, biochemical, fluorescence polarization, FAM-LBS DNA, MBP-C-LANA, single point. AID 504423, 2011. inhibition, % at 9 µM. Kaposi's sarcoma herpesvirus LANA C-terminal domain (residues 932-1162) DNA binding. 340,000 tested, 0.078% active;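 active means highest replicate inhibition at or above 60% at 9 µM, even if other replicates fall short; inactive means all replicates below 60% inhibition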;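 further: 0% = neutral control wells and 100% = 4 µM acridine orange control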
# DSG3 Ab inh: inhibitors of pemphigus antibody binding to DSG3, primary screen, biochemical, bead-based, flow cytometry, scFv-GFP. Desmoglein-3 (Homo sapiens), P32926. DSG3-coupled beads, scFv-anti-DSG3-GFP binding; hits give low values. binding (percent of control), % at 10 µM. 310,000 tested, 0.48% active. AID 588358, 2011;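 active means binding more than 3 SD below its plate's average and above zero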;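 further: hits lower antibody fragment binding to DSG3; some compounds called inactive have numbers as strong as hits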
# Target sequence (P32926 whole entry, looked up, the tested form may be a part): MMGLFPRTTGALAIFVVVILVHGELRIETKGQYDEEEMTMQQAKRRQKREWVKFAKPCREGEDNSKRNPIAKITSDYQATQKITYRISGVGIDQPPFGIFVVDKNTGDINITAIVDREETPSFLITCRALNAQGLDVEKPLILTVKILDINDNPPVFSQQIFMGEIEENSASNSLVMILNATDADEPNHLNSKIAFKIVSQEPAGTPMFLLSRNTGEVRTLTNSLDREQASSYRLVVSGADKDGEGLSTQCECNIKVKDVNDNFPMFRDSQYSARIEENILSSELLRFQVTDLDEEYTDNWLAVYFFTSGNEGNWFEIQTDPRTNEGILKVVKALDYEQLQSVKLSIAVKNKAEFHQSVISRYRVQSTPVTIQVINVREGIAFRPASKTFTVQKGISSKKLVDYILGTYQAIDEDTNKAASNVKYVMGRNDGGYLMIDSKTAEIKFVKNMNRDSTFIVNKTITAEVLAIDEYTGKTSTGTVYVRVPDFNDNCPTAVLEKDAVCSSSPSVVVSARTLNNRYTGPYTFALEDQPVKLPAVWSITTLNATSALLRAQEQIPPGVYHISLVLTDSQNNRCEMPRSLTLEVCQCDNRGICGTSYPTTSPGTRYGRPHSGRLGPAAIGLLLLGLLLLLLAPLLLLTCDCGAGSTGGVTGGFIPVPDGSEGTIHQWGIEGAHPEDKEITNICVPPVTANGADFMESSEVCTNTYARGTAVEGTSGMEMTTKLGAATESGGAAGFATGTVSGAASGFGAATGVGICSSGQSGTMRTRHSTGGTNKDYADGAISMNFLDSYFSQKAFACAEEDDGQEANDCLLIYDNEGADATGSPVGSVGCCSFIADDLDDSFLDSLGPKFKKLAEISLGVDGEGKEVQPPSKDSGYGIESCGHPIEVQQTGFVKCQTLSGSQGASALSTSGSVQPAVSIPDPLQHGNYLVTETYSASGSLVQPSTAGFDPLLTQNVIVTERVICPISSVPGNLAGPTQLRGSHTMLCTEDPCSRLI
# CAL PDZ FP-2: untagged CAL PDZ binding inhibitors, primary screen, biochemical, fluorescence polarization, HTS; purified CAL PDZ, TMR-peptide fluorescence polarization, 1 h; inhibition, % at 24.9 µM; 300,000 tested, 0.92% active; AID 602252, 2012;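 active means mean inhibition of at least 30% with at least half of replicates also reaching 30%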;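 further: 0% = DMSO neutral control and 100% = excess unlabeled competitor peptide PRC23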
# Keap1-Nrf2 PPI: Keap1-Nrf2 protein-protein interaction inhibitors, primary screen, biochemical, fluorescence polarization, single point. AID 504523, 2011. 340,000 tested, 0.15% active. Kelch-like ECH-associated protein 1 (Homo sapiens), Q14145. Keap1 Kelch-Nrf2 peptide fluorescence polarization, 1536-well. inhibition, % at 9.4 µM; in the data active means inhibition above about 12%;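 further: human Keap1 Kelch domain with fluorescein labeled Nrf2 9mer peptide probe; 0% = neutral control wells and 100% = peptide positive control; higher means more block of Keap1 binding to Nrf2 peptide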
# RTF Ca sens inh: cardiac RTF calcium sensitivity inhibitors, primary screen, biochemical, IANBD-TnC fluorescence, EC70 calcium. 340,000 tested, 0.12% active. IANBD-labeled cardiac RTF, Ca2+ fluorescence. inhibition, % at 7.15 µM. AID 493244, 2011. Troponin I, cardiac muscle (Homo sapiens) + Troponin T, cardiac muscle (Homo sapiens) + …;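 active means inhibition above the mean inhibition of all tested compounds plus 3 SD, cut at about 17% in these data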;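 further: assay run at fixed EC70 calcium of 1.6 mM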
# NSD2 HMT inh: NSD2 histone methyltransferase inhibitors, primary screen, biochemical, AlphaScreen, single concentration, set 2 | NSD2 peptide methylation, 120 min | AID 743445, 2014 | Histone-lysine N-methyltransferase NSD2 (Homo sapiens), O96028 | 310,000 tested, 0.54% active | inhibition, % at 12.5 µM; in the data active means inhibition above about 50%
# * hit, by the source's call; nt = no result given. Only part of the results is shown. The share of hits here may be higher or lower than overall.
entry	compound	Arrestin-AP2 inh	CAL PDZ FP-1	DAGLB inh	V-ATPase pHluor	C-LANA FP	DSG3 Ab inh	CAL PDZ FP-2	Keap1-Nrf2 PPI	RTF Ca sens inh	NSD2 HMT inh
1	O=C(Cc1nc2ccccc2[nH]c1=O)c1ccccc1	2	1.0	-9	-4	2.1	104	1	-1	-29	-1
2	Cc1ccc(S(=O)(=O)NNC(=O)c2sc(NS(=O)(=O)c3ccccc3)nc2C)cc1	2	0.1	-1	2	1.7	nt	nt	3	-12	1
3	CC(=O)Nc1ccccc1C(=O)C(=O)Nc1ccc(C(=O)NCC2CCCO2)cc1 (stereo not given)	-28	0.2	1	5	0.4	nt	6	-3	-17	-3
4	CCN(C(=O)COC(=O)CNC(=O)C12CC3CC(CC(C3)C1)C2)C1CCS(=O)(=O)C1 (stereo not given)	-6	-1.8	1	-2	-0.5	87	1	1	-12	-5
5	CCCC(=O)Nc1sc(C)c(C)c1C#N	-2	-0.9	-4	2	0.4	115	4	-4	-14	nt
6	Cn1ccnc1C1CCCCN1Cc1nc(-c2ccc(Cl)cc2)no1 (stereo not given)	6	-1.2	1	0	-3.1	99	11	3	-6	-4
7	COC(=O)N/N=C\c1cc2c(cc1Br)OCO2	-19	-0.8	0	1	-0.6	96	4	0	4	-3
8	CCN(CC)CCNC(=O)c1ccc(NC(=O)c2ccc(Cl)c(S(=O)(=O)N3CCCCCC3)c2)cc1	-6	-6.5	2	-1	0.2	87	10	-6	3	nt
9	O=C(NN1CCOCC1)c1cccc(COc2cccc(Br)c2)c1	24	-0.5	2	0	0.3	101	-4	4	-7	-1
10	CCOC(=O)C(=O)Nc1cc([N+](=O)[O-])ccc1C	10	-0.8	1	1	-2.8	68	6	4	8	-3
11	Cc1ccc(C(C)C)c(OCC(=O)N2CCOCC2)c1	12	nt	2	-5	1.3	69	-4	-3	11	-3
12	CC[C@]12c3[nH]c4ccccc4c3CCN1C(=O)C(CC(=O)NCCC1=CCCCC1)C[C@@H]2C(=O)N1CCN(C(=O)C2CC2)CC1 (stereo not given in full)	-13	0.3	1	3	0.4	92	-3	-3	-6	nt
13	O=C(Nc1cccc(S(=O)(=O)N2CCCCC2)c1)c1c2c(nc3ccccc13)CCN(Cc1ccccc1)C2	6	-4.0	-1	3	-0.3	nt	-5	-11	-4	5
14	O=C(CCCc1ccccc1)NCCS(=O)(=O)N1CCN(c2ccccc2)CC1	nt	nt	3	0	nt	100	nt	nt	nt	-2
15	CCc1ccc(NC(=O)C2CCN(S(=O)(=O)c3ccc4c(c3)NC(=O)CO4)CC2)cc1	6	-2.5	2	-2	-1.3	94	-1	0	-6	0
16	COc1ccc(NC(=O)Cn2ccc(C(F)(F)F)n2)cc1S(=O)(=O)N1CCOCC1	-4	0.7	-1	0	3.4	155	11	1	-2	-3
17	Cc1ccc(C)c(/C=C(\C(=O)O)c2ccc(S(=O)(=O)N3CCCCC3)s2)c1	-4	-1.0	4	-2	-0.7	98	nt	-8	-10	-1
18	Cc1ccc(-c2noc(CCC(=O)NCC3CCCO3)n2)cc1 (stereo not given)	10	-2.5	-1	0	-0.7	98	-8	-4	-3	-4
19	CCOC(=O)c1sc(NC(=O)CSc2nnc(C(C)C)n2CC)nc1C	-2	-1.7	1	-1	1.4	101	-6	-5	2	8
20	CCOc1ccccc1C1C(C#N)=C(N)Oc2cc(C)n(C)c(=O)c21 (stereo not given)	10	-2.6	3	1	0.3	94	nt	-1	-6	-4
21	O=C(/C=C/c1ccc(Br)cc1)c1ccc(NC2=NCCCS2)cc1	1	-0.4	7	7	-1.1	100	-2	-2	-9	11
22	CCN(CC(=O)Nc1c(F)cccc1F)C(=O)CCOc1ccccc1	2	-2.5	-4	0	0.7	100	-5	-1	3	2
23	O=C(Cn1c(=O)[nH]c2ccccc2c1=O)Nc1ccc2c(c1)OCO2	-2	-1.7	2	-3	0.2	nt	-2	4	2	12
24	COc1ccc(OC)c(NC(=O)CNC(=O)c2ccc([N+](=O)[O-])cc2)c1	42	-1.0	1	0	0.1	100	2	-3	-4	-1
25	CN(C(=O)c1ccc(NC(=O)Cc2ccc(NC(=O)C3CCCN(S(=O)(=O)c4cccc([N+](=O)[O-])c4)C3)cc2)cc1)C1CCCC1 (stereo not given)	8	0.5	2	-3	-2.3	109	-4	-6	-1	nt
26	Cc1c(NC(=O)Nc2c(Cl)cccc2Cl)c(=O)n(-c2ccccc2)n1C	8	0.0	0	1	2.7	89	0	-8	-7	23
27	CCOC(=O)C(C(=O)OCC)C(C(=O)OCC)N1CCOCC1 (stereo not given)	23	0.4	2	12*	-1.6	114	-3	0	-12	0
28	CCC(NC(=O)NCc1ccc2c(c1)OCO2)(C(F)(F)F)C(F)(F)F	2	-1.2	1	5	-0.2	101	-1	-5	2	-4
29	COc1ccccc1NC(=O)C(C)OC(=O)C1CC(=O)N(Cc2ccco2)C1 (stereo not given)	nt	nt	-1	1	nt	106	nt	nt	nt	-1
30	O=C1C(=Cc2ccco2)C(=O)c2ccccc21	-3	-1.3	12	1	2.5	121	-4	-1	5	12
31	CCN(CC(=O)N1CCN(Cc2ccccc2)CC1)S(=O)(=O)c1ccc(C)cc1	19	-0.1	-3	-1	-0.2	108	-9	1	2	nt
32	Cc1cc(C)c2sc(N(CCN(C)C)C(=O)c3ccc4ccccc4c3)nc2c1	-1	-2.3	-1	3	0.3	nt	-6	-5	2	-1
33	CCn1cc(C(=O)OCC(=O)Nc2cccc(S(=O)(=O)N3CCOCC3)c2)c(=O)c2ccc(C)nc21	-11	-3.0	-1	-8	-2.2	115	nt	-4	-13	nt
34	COC(=O)C1=C(C(=O)OC)[C@@H]2N(C)c3ccccc3[C@@]23C[C@@H](CO)N(C(=O)C2CCC2)C3=N1	-1	-0.4	-1	6	0.7	106	1	-6	-15	nt
35	O=C(c1ccncc1)N1CCN(S(=O)(=O)c2cccc(C(F)(F)F)c2)CC1	3	0.4	4	-2	-0.6	nt	-1	2	-9	0
36	CSc1ccc(C#N)cc1NC(=O)c1ccc(Cl)cc1Cl	-5	0.5	-2	1	-2.0	96	-5	-4	-1	1
37	CCN1CCC(O)(/C=C/c2ccc(C(C)C)cc2)C(C(=O)/C=C/c2ccc(C(C)C)cc2)C1 (stereo not given)	32	-0.8	3	-2	-1.0	nt	6	-9	0	8
38	CC(=O)c1cc(-c2ccccc2)n(CCC(=O)NC(C)(C)C)c1C	-5	-2.4	2	4	0.5	90	-5	-4	-7	nt
39	Cc1ccc(NC(=O)CCN2C(=O)c3ccccc3Sc3ncccc32)cc1	26	0.8	2	3	-0.3	110	7	-2	0	3
40	O=C(CSc1nc(-c2ccccc2)ns1)NCC1CCCO1 (stereo not given)	4	1.4	-1	3	-0.2	101	2	-3	-4	32
41	Cc1ccccc1-n1c(-c2ccoc2C)n[nH]c1=S	7	-1.1	3	1	-1.0	nt	-8	-3	1	1
42	Cc1cc(C)cc(NC(=O)CSc2nc3c(oc4ccccc43)c(=O)n2-c2ccccc2)c1	-21	-1.4	-7	-1	0.2	99	-2	-1	4	-3
43	O=C(CCC(=O)N1CCN(S(=O)(=O)c2ccc3ccccc3c2)CC1)Nc1cc(Cl)cc(Cl)c1	4	-0.7	-1	-3	-0.2	95	-2	-8	-10	-1
44	COc1ccc2cc(CCNS(=O)(=O)c3c(C)cc(C)cc3C)c(=O)[nH]c2c1	12	-2.5	3	nt	0.6	124	-8	0	-18	3
45	C/C(=N/NC(=O)c1cccc(Br)c1)C1CC2CCC1C2 (stereo not given)	3	-0.7	-2	6	0.4	113	-18	-5	-2	-1
46	C=CCn1c(C23CC4CC(CC(C4)C2)C3)n[nH]c1=S	-8	-1.1	-1	-2	0.8	113	nt	3	-7	1
47	COc1cccc(C2c3c(C)nn(-c4ccc([N+](=O)[O-])cc4)c3N=C3C(=O)Nc4ccccc4N32)c1 (stereo not given)	46	-0.3	3	-1	-0.7	93	nt	-1	-5	-6
48	CCOc1ccc(CCNC(=O)Cc2nn[nH]n2)cc1OCC	3	-0.1	-3	1	0.3	104	-1	-4	1	0
49	COc1cc(/C=N/N2CCOCC2)ccc1OC(=O)c1ccco1	-2	-2.2	0	3	0.2	103	-3	-2	-3	1
50	[N-]=[N+]=CC(=O)C(c1ccccc1)(c1ccccc1)c1ccccc1	4	-0.9	-1	2	8.8	113	nt	2	-1	nt
51	CC(C)CC(=O)NCCc1ccncc1	-4	-0.1	0	1	15	106	nt	5	3	-1

# Reprinted at random: 5 records from the list, in no set order.
entry	compound	Arrestin-AP2 inh	CAL PDZ FP-1	DAGLB inh	V-ATPase pHluor	C-LANA FP	DSG3 Ab inh	CAL PDZ FP-2	Keap1-Nrf2 PPI	RTF Ca sens inh	NSD2 HMT inh
41	Cc1ccccc1-n1c(-c2ccoc2C)n[nH]c1=S	7	-1.1	3	1	-1.0	nt	-8	-3	1	1
34	COC(=O)C1=C(C(=O)OC)[C@@H]2N(C)c3ccccc3[C@@]23C[C@@H](CO)N(C(=O)C2CCC2)C3=N1	-1	-0.4	-1	6	0.7	106	1	-6	-15	nt
46	C=CCn1c(C23CC4CC(CC(C4)C2)C3)n[nH]c1=S	-8	-1.1	-1	-2	0.8	113	nt	3	-7	1
31	CCN(CC(=O)N1CCN(Cc2ccccc2)CC1)S(=O)(=O)c1ccc(C)cc1	19	-0.1	-3	-1	-0.2	108	-9	1	2	nt
48	CCOc1ccc(CCNC(=O)Cc2nn[nH]n2)cc1OCC	3	-0.1	-3	1	0.3	104	-1	-4	1	0
